# Sm TGR block: S. mansoni TGR enzyme inhibition. Q962Y6. purified TGR, DTNB reduction, TNB absorbance 405 nm. 3% of 360,000 active. Potency, µM (top dose mostly 114 µM), for the others: at the highest dose activity change, negative = inhibition, most hits filed as inhibitors; also: nearly all actives have a fitted effect of over 60% in size
#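 TGR 20 nM + NADPH 100 uM (dispensed conc.), cpd preinc 15 min RT; start with NADPH (500 uM addition) then DTNB (15 mM addition). Kinetic TNB absorbance, 405 nm filter. Four-parameter Hill fit across titration.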
# TbPYK inhibitor: inhibitors of Trypanosoma brucei pyruvate kinase. Q57TT1. TbPYK enzyme, Kinase-Glo Plus ATP luminescence, 45 min. Potency, µM (titrated, usually from 76.8 µM), without a hit: at the highest dose activity, negative = inhibition, most hits filed as inhibitors. 0.12% of 410,000 active. AID 624173; also: nearly all actives have a fitted effect of over 50% in size
#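 Assay buffer: 50 mM TEA pH 7.2, 100 mM KCl, 10 mM MgCl2, 0.05% BSA, 0.01% Tween-20. Pyruvate kinase from T. brucei plus substrate met compound, then ADP (130 uM final). Luminescence was read post 45 min RT.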
# Numbers without * were called inactive; ? = inconclusive; [ ] = another dose, or the depositor's remark. Calls follow the shape of the dose curve; as a rule, active = well fitted curve in the direction sought with a large enough effect; inconclusive = small, poorly fitted or top-dose-only effect, or another doubt; inactive = no such curve, though single readings can be large; an effect the other way counts as inactive or inconclusive. % is scaled to controls: 0 for no effect and ±100 for the full control effect; potency is read from the fitted curve at half-maximal effect. A portion of the library (hit frequency here may not be typical).
Molecule	Sm TGR block	TbPYK inhibitor
CCc1ccc(NC(=O)CSC2=Nc3ccccc3C3=NC(CCC(=O)NCCc4ccccc4)C(=O)N23)cc1 (stereo unspecified)	-2%	0%
CCOc1ccc(NC(=O)CN2CCN(S(=O)(=O)c3ccc(OC)cc3)CC2)cc1	-14%	4%
CSc1ccc(CCNc2ncnc3onc(C)c23)cc1	-6%	-5%
CC1CCCCN1CCCNC(=O)c1cc(Sc2ccc(Cl)cc2)nc2ccccc12 (stereo unspecified)	-1%	3%
CCOC(=O)c1c(S(=O)(=O)N2CCCC(C(=O)Nc3ccc(C)cc3C)C2)c(C)n(CC)c1C (stereo unspecified)	1%	0%
COc1cccc(NC(=O)CSc2nc(=O)n(Cc3ccccn3)c3c2CCC3)c1	0%	2%
CCOc1ccc(NC(=O)CCc2c(C)nc3cc(-c4ccc(Cl)cc4)nn3c2C)cc1	6%	-3%
CC(=O)N1CCc2c(sc3c2c(=O)n(-c2ccc(F)cc2)c(=O)n3Cc2cc(C)ccc2C)C1	9%	-1%
COc1ccccc1C(=O)Nc1cccc(OCc2cc(=O)n3ccccc3n2)c1	2%	-8%
CC(=O)c1nn(-c2ccc(OC(F)(F)F)cc2)nc1Nc1ccc(Cl)cc1	-1%	-2%

# New compounds follow.
Molecule	Sm TGR block	TbPYK inhibitor
CC1(C)N=C(c2ccc(F)cc2)C(=O)N1CC(=O)Nc1ccccc1Cl	8%	-4%
Cc1cccc(NC(=O)CSc2nccn2Cc2ccc(F)cc2)c1C	6%	-7%
O=C(CSc1nc2c([nH]c3ccccc32)c(=O)n1-c1ccccc1)N1CCCc2ccccc21	-28%	3%
Cc1cc(C)c2c(=O)cc(C(=O)Nc3ccccc3C(F)(F)F)oc2c1	1%	11%
COc1cc(OC)c(NC(=O)c2cc3c(s2)-c2ccc(Cl)cc2SC3)cc1Cl	4%	-3%
CCc1cccc(C)c1NC(=O)Cn1cc2c(n1)CCCC2	6%	4%
CCOc1cccc2sc(N3CCN(C(=O)c4ccco4)CC3)nc12	?	-10%
CCCc1cc(=O)oc2cc(C)c3c(C(C)(C)C)coc3c12	1%	-7%
COc1ccc(NC(=O)CC2C(=O)N(c3cccc(OC)c3)C(=O)N2Cc2cccnc2)cc1 (stereo unspecified)	2%	-2%
COc1cc(OC)cc(C(=O)Nc2ccc(-c3nc4cc(C(C)C)ccc4o3)cc2)c1	6%	1%

# The list goes on.
Molecule	Sm TGR block	TbPYK inhibitor
Cc1ccc(CCNC(=O)c2cn(C)c3ccc(S(=O)(=O)N(C)C4CCCCC4)cc3c2=O)cc1	3%	-10%
Cc1ccc(Nc2c3c(nc4nncn24)CCC3)cc1C	-20%	-7%
Cc1ccc(-n2c(=O)c3c(cnn3C)n(CC(=O)Nc3cc(C)ccc3C)c2=O)cc1	11%	0%
Cc1cccc(C)c1NC(=O)Cn1cc(C(=O)C2CC2)c2ccccc21	4%	2%
Cc1ccc(/C=C/c2onc(C)c2S(=O)(=O)N2CCC(C(=O)NCC(C)c3ccccc3)CC2)cc1 (stereo unspecified)	10%	2%
CCC(C(=O)Nc1ccc(C(=O)OC)cc1)n1nc(-c2ccc(C)cc2)c2c(c1=O)CCCC2 (stereo unspecified)	5%	2%
CCOC(=O)c1cccc(NC(=O)c2cc(S(=O)(=O)N3CCCC(C)C3)cn2C)c1 (stereo unspecified)	9%	0%
COc1cc(C2Nc3ccccc3-c3nnc(SCc4ccc(Cl)cc4)nc3O2)ccc1OCC(=O)O (stereo unspecified)	-2%	-6%
O=C(O)c1cccc(-n2cnc3cccnc32)c1	1%	2%
O=C(NCCc1ccc(Cl)cc1)C1COc2ccccc2C1 (stereo unspecified)	0%	-2%

# More structures
Molecule	Sm TGR block	TbPYK inhibitor
Cc1nn(S(=O)(=O)c2ccc(C(C)C)cc2)c(C)c1S(=O)(=O)N1CCCCCC1	-12%	-3%
CCOc1cc(C(=O)NCCc2csc3nc(-c4ccc(C)cc4)nn23)cc(OCC)c1OCC	-3%	17%
CCc1ccc(-n2c(=O)c3c4c(sc3n(CC(=O)NCCCOC)c2=O)CCCC4)cc1	1%	-2%
Cc1cccc(NC(=O)CSc2cn(CC(=O)N3CCOCC3)c3ccccc23)c1	-1%	-1%
CC(C)N(C(=O)Cn1cc(S(=O)(=O)Cc2ccc(Br)cc2)c2ccccc21)C(C)C	2%	0%
CCOC(=O)Cn1c(C2CC(=O)N(c3ccc(C)cc3)C2)nc2ccccc21 (stereo unspecified)	-10%	-3%
CCOC(=O)C1CCN(C(=O)CCS(=O)(=O)c2cc3c(cc2Cl)NC(=O)CO3)CC1	12%	1%
CC1CCN(c2nc3ccc(C(=O)NC(C)C)cc3s2)CC1	1%	-2%
Cc1ccc2c(c1)-c1ncc(C(=O)c3ccccc3O)cc1CO2	21%	2%
COC(=O)c1sc2cccc(F)c2c1S(=O)(=O)NC(C)c1ccccc1 (stereo unspecified)	0%	-25%

# The list goes on.
Molecule	Sm TGR block	TbPYK inhibitor
Cc1sc2ncn(CC(=O)N3CCN(c4cccc(Cl)c4)CC3)c(=O)c2c1S(=O)(=O)N1CCC(C)CC1	-2%	1%
O=C(Cn1cc(S(=O)(=O)N2CCCC2)c(S(=O)(=O)N2CCCC2)c1)Nc1cccc(F)c1	7%	-5%
COc1cc(-c2noc(-c3cc4cccc(C)c4oc3=O)n2)cc(OC)c1OC	-1%	7%
Cc1cn2c(=O)cc(COC(=O)c3cccc(NC(=O)COc4ccccc4Cl)c3)nc2s1	6%	1%
COc1cccc(NC(=O)c2c(-c3ccc(C)cc3)nnc3ccccc23)c1	-1%	-1%[15.4 µM]
CCc1ccc(CNC(=O)CN2C(=O)C3CCCCN3c3ccc(C(=O)N4CCCC4)cc32)cc1 (stereo unspecified)	1%	-7%
Cc1nc2ccn(Cc3cccnc3)c(=O)c2cc1C(=O)NCc1ccccc1	-3%	4%
COCCn1ccc2c(OCC(=O)NCc3ccc(F)cc3)cccc2c1=O	16%	-7%
CCc1ccc(S(=O)(=O)c2cn(C)c3cc(N4CCOCC4)c(F)cc3c2=O)cc1	-1%	-1%
CCC(=O)N1CCc2cc(S(=O)(=O)NC(CC(C)C)C(=O)NCc3cccc(OC)c3)ccc21 (stereo unspecified)	2%	0%

# Carrying on:
Molecule	Sm TGR block	TbPYK inhibitor
O=C(CSc1nnc(CNC(=O)c2ccccc2)n1-c1ccc(F)cc1)Nc1ccccc1F	-12%	-2%
Cc1ccc(CSC2=Nc3ccccc3C3=NC(CCC(=O)N4CCN(c5ccccc5)CC4)C(=O)N23)cc1 (stereo unspecified)	4%	2%
CCc1ccccc1NC(=O)C1CCN(S(=O)(=O)c2cn(C)cn2)CC1	3%	-1%
CCc1ccc(NC(=O)CSc2ccc(-c3cccs3)nn2)cc1	-1%	2%
COc1ccc(CCN2C(=O)c3[nH]nc(-c4ccccc4O)c3C2c2ccc(O)c(OC)c2)cc1 (stereo unspecified)	0%	1%
CCC12CN3CC(C)(CN(C1)C3c1c(C)[nH]c3ccccc13)C2=O (stereo unspecified)	1%	2%
Cc1cc(C)c(S(=O)(=O)NCCc2cc3cc(C)c(C)cc3[nH]c2=O)c(C)c1	-1%	5%
Cc1oc(-c2ccccc2F)nc1CS(=O)(=O)CC(=O)NCCc1ccc(Cl)cc1	-33%	4%
O=C(CSc1n[nH]c(-c2ccc(F)cc2)n1)NCc1ccccc1Cl	1%	-7%
CCc1nn2c(=O)cc(COC(=O)c3cccs3)nc2s1	5%	4%

# An excerpt from further up:
Molecule	Sm TGR block	TbPYK inhibitor
COc1ccc(CCN2C(=O)c3[nH]nc(-c4ccccc4O)c3C2c2ccc(O)c(OC)c2)cc1 (stereo unspecified)	0%	1%
CCC12CN3CC(C)(CN(C1)C3c1c(C)[nH]c3ccccc13)C2=O (stereo unspecified)	1%	2%

# Following part
Molecule	Sm TGR block	TbPYK inhibitor
COCCCN1CCc2nc(SCC(=O)Nc3ccc(C)c(Cl)c3)[nH]c(=O)c2C1	-4%	-6%
CCc1cccc(NC(=O)C2CCN(S(=O)(=O)c3ccc(Br)s3)CC2)c1	-6%	0%
COCc1cc(C)nc2sc3c(c12)NC(c1ccccc1C(=O)O)N(c1ccc(OC)cc1)C3=O (stereo unspecified)	-1%	-11%
CCCOc1ccc(NC(=O)C(=O)NCCCN2CCOCC2)cc1	5%	0%
O=C(Nc1ccc2nc(SCC(=O)N3CCCc4ccccc43)sc2c1)c1cccc(Cl)c1	-4%	1%
CCOc1ccccc1CNCc1c(C(=O)O)n(Cc2ccccc2)c2cc(OC)ccc12	-3%	-1%
Cc1cccn2c(=O)c(/C=C(\C#N)c3nc4ccccc4s3)c(Oc3ccc(F)cc3)nc12	-2%	-21%
Cc1ccc(NC(=O)Cn2cc(C(=O)C3CCCCC3)c3ccccc32)c(C)c1	-7%	-6%
COc1ccc(NC(=O)Cn2c(=O)oc3cc(S(=O)(=O)NC4CCCC4)ccc32)cc1OC	-5%	-4%[15.4 µM]
COc1ccc(N2CCN(C(=O)c3cc4c(=O)oc5ccc(C)cc5c4s3)CC2)cc1	14%	-11%

# Following part.
Molecule	Sm TGR block	TbPYK inhibitor
CC(C)C(=O)Nc1nnc(S(=O)(=O)N(C)Cc2ccc(F)cc2)s1	2%	-2%[15.4 µM]
COc1ccc(CN(Cc2ccco2)C(=O)COc2ccccc2Cl)cc1	0%	-9%
Cc1cccc(C)c1OCC(=O)N(Cc1ccco1)Cc1ccco1	-13%	-6%
COC(=O)CC1Oc2ccccc2-n2cc(-c3ccccc3)nc21 (stereo unspecified)	7%	-11%
COc1cc(-c2ccno2)ccc1S(=O)(=O)N1CCN(c2ccc(F)cc2)CC1	-14%	0%
CN(C)c1ccc(-n2c(CCC(=O)O)ccc2-c2ccccc2)cc1	?	-11%
Cc1ccc(S(=O)Cc2nc(-c3ccc(C(=O)NCc4cccc(C)c4)cc3)oc2C)cc1 (stereo unspecified)	-31%	-7%
COc1ccc(OC)c(CNC(=O)C2CCN(S(=O)(=O)c3ccc4[nH]c(=O)oc4c3)CC2)c1	-1%	3%
O=C(NCc1ccc2c(c1)CCN2C(=O)c1ccccc1)c1ccc(Br)o1	-7%	0%
CN(C(=O)CSc1nc2ccc(NC(=O)c3ccccc3)cc2s1)c1ccccc1	0%	-4%

# (next part)
Molecule	Sm TGR block	TbPYK inhibitor
COc1ccccc1NC(=O)C1=C(C)Nc2nc(SCC(=O)c3ccc(C)cc3)nn2C1c1ccccc1C (stereo unspecified)	7%	2%
Cc1c(C(=O)Nc2ccc(F)cc2)oc2ccc(S(=O)(=O)N3CCCCCC3)cc12	-3%	-7%
CCOc1ccc(OCC)c(NC(=O)CN(C)S(=O)(=O)c2ccc3c(c2)CCCC(=O)N3)c1	-1%	2%
CCc1ccc(NC(=O)C2CCN(S(=O)(=O)c3c(C)noc3/C=C/c3ccco3)CC2)cc1	-11%	3%
CCc1ccc(NC(=O)N2CCC(N3CCN(Cc4ccc(C)cc4)C(=O)C3=O)CC2)cc1	3%	-11%
Cc1cc(C)cc(N2C(=O)CCSC23C(=O)N(Cc2ccccc2)c2ccccc23)c1 (stereo unspecified)	-1%	2%[15.4 µM]
O=C(NCc1ccc(Cl)cc1)C(=O)Nc1ccc(Br)cc1	0%	0%
CCc1cccc(NC(=O)c2cn3c4c(ccc(Cl)c4c2=O)OC(C)C3)c1 (stereo unspecified)	-1%	4%
CCOC(=O)C1CCC(CN(Cc2ccc(OC)cc2)S(=O)(=O)c2ccc(F)c(C(=O)Nc3cc(Cl)ccc3OC)c2)CC1 (stereo unspecified)	6%	2%
CCCOc1ccc(C(=O)Nc2ccc(Cl)c(-c3nc4ncccc4o3)c2)cc1	3%	-14%

# Carrying on:
Molecule	Sm TGR block	TbPYK inhibitor
CSc1ccccc1NC(=O)C1=CC(c2ccc3c(c2)OCO3)=NS(=O)(=O)N1C	-7%	-1%
Cc1ccc2c(c1)N(CCCC(=O)NCc1cccc(F)c1)C(=O)CO2	7%	-10%
Cc1onc(-c2ccc(F)cc2F)c1C(=O)Nc1cccc(C(F)(F)F)c1	1%	6%
COc1ccc(N2CCN(C(=O)CN3C(=O)COc4ccc(S(=O)(=O)N5CCC(C)CC5)cc43)CC2)cc1	-10%	2%
O=C(Nc1ccc(-c2nc3cc(Cl)ccc3o2)cc1)c1cc2ccccc2o1	6%	6%
COC(=O)c1ccccc1NC(=O)CN1C(=O)COc2ccccc21	-1%	1%
COc1ccc(NC(=O)CSc2ncc3c(n2)-c2ccccc2N(Cc2ccc(C)cc2)S3(=O)=O)cc1Cl	-3%	7%
Cc1ccc2nc(CN3CCN(S(=O)(=O)c4ccccc4)CC3)oc2c1	1%	-4%
CCOc1ccc(CNC(=O)CSc2nnc(C)c3c(C)n(-c4ccccc4)nc23)cc1	-4%	2%

# Whole records, quoted from the list.
# COc1ccc(N2CCN(C(=O)CN3C(=O)COc4ccc(S(=O)(=O)N5CCC(C)CC5)cc43)CC2)cc1 is entered as Sm TGR block = -10%; TbPYK inhibitor = 2%
# Cc1ccc2nc(CN3CCN(S(=O)(=O)c4ccccc4)CC3)oc2c1 is entered as Sm TGR block = 1%; TbPYK inhibitor = -4%

# Screens: PubChem, National Center for Advancing Translational Sciences (NCATS)
